High-throughput results deposited in PubChem BioAssay by Broad Institute.
ARNT-TACC3 inh: disruptors of human ARNT/TACC3 interaction; AlphaScreen His-ARNT PAS-B/GST-TACC3 binding, luminescence; TACC3 fragment carries E629A point mutation; 0.66% of 390,000 active; Q9Y6A5; AID 623870; inhibition, % at 9.99 µM;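 active means mean inhibition of replicates at least 50% and at least half of replicates each reaching 50%; inconclusive means half or more replicates reach 50% but mean below 50%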;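 further: 0% = complete ARNT plus TACC3 wells and 100% = ARNT alone without TACC3; many hits fall short of the cut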
RAD54 branch: blocks human RAD54 Holliday junction branch migration; Q92698; FAM/BHQ fluorescence; inhibition, % at 10.4 µM; 0.14% of 360,000 active; AID 602329;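 active means mean normalized replicate activity at least 40 and at least half of replicates scoring 40 or more; inconclusive means only one of the two criteria met; inactive means mean below 40 and under half of replicates reaching 40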;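 further: 0% = median of neutral control wells and 100% = median of positive control wells; inhibitors cause a drop in the FAM fluorescence signal; in these data hits start at about 50%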
Target sequence (Q92698 whole entry, looked up): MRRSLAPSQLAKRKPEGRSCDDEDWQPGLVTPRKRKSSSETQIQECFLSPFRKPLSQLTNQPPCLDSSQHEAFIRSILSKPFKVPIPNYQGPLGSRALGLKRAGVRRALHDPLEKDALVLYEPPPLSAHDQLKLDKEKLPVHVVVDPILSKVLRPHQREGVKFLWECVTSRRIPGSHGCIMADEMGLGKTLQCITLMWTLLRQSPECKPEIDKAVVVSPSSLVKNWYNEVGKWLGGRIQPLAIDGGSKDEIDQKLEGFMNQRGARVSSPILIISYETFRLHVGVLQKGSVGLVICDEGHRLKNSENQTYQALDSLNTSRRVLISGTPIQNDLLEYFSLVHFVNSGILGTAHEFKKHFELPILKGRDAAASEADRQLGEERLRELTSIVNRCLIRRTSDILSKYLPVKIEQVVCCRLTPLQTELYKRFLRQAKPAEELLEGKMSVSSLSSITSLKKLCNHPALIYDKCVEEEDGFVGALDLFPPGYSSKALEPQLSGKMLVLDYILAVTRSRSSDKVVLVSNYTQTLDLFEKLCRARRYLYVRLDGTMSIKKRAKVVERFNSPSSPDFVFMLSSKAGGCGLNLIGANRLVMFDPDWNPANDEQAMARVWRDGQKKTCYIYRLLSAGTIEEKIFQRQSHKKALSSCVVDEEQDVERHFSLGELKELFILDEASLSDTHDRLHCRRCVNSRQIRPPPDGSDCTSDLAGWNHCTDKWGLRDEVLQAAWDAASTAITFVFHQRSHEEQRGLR
ERAP1 HTS inh: ERAP1 (human) enzyme inhibition; recombinant ERAP1, Leu-AMC fluorescence, 60 min; inhibition, % at 10.7 µM; 0.15% of 340,000 active; AID 652197;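 active means mean replicate inhibition of at least 30%, or all replicates individually reaching that 30% level; inactive means mean below 30% and not every replicate reaching it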;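 further: 0% = neutral control wells and 100% = L-leucinethiol positive control wells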
RAD52 anneal inh: inhibitors of human RAD52 DNA annealing. AID 651710. recombinant RAD52 DNA annealing, FRET fluorescence. P43351. 0.46% of 360,000 active. inhibition, % at 18.7 µM;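 active means every replicate showing at least 50% inhibition; inconclusive means mean inhibition at least 50% but not in every replicate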
Xi reactivation: reactivates the inactive X chromosome in mouse fibroblasts. XiGFP mouse fibroblasts, % GFP-positive cells imaging, 3 d; cells co-treated with 5-aza-dC sensitizer; scaled so ellipticine positive control = 100%. activation, % at 7.58 µM. 0.055% of 360,000 active;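 active means mean normalized replicate activation at least 10% and every replicate at or above 10%; inconclusive means only one of the two criteria met; inactive means mean below 10% and not all replicates reach 10%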;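 further: 0% = median of on-plate neutral control wells and 100% = ellipticine 6 µM median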
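Schedule: 3 d treatment, 15 min room-temperature fixation; system: 68-5-11 XiGFP fibroblast line; buffer or medium: DMEM plus 5-aza-dC sensitizer; control set: ellipticine 6 µM positive control; compound: one concentration, pinned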
esBAF inh: inhibitors of esBAF chromatin remodeling in mouse ES cells. Bmi1-luciferase knock-in reporter, 24 h; 100% = twice the neutral-well signal. AID 602393. 2% of 350,000 active. reporter increase, % at 12.5 µM; in the data active means activation above about 40%; inconclusive means no clear call, values can overlap the other calls;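 further: 0% = median of the plate's neutral control wells and 100% = double that signal; a rise in the Bmi1 reporter signal indicates esBAF inhibition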
CFTR F508del cor: correctors of CFTR F508del function in bronchial epithelial cells; CFBE cells, YFP halide quenching; stimulated with forskolin plus potentiator P3; % fluorescence drop versus neutral controls; activity (quench increase), % at 7.58 µM; 0.36% of 350,000 active;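 active means mean added fluorescence quench of at least 8% versus neutral control, with both replicates also reaching 8%; inconclusive means only one of the mean or replicate conditions met; inactive means mean below 8% and not both replicates reaching 8%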;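 further: cells transiently co-express mutant CFTR-F508del with the halide-sensitive YFP; corrector assay measuring rescue of mutant channel to the surface after 24 h compound exposure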
GSIS activator: primary screen for activators of insulin secretion dependent on glucose, INS-1E cells, GLuc reporter luminescence. AID 743287. 0.61% of 370,000 active. activation, % at 16.6 µM. INS-1E GLuc reporter insulin secretion, 2-3 h;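 active means lowest replicate activation of at least 40%, so every replicate reaches that level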;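 further: 0% = median of neutral control wells and 100% = median of IBMX positive control wells; some compounds called inactive have numbers as strong as hits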
* hit, by the source's call; ? = inconclusive; / = no result given.

entry	molecule	ARNT-TACC3 inh	RAD54 branch	ERAP1 HTS inh	RAD52 anneal inh
1	CCOc1ccc(NC(=O)c2ccc(NC(=S)NC3CC3)cc2)cc1	-7	-7	-6	-9
2	O=C(/C(=N\O)n1cncn1)c1ccc(Br)cc1Br	-10	-10	2	-2
3	COc1ccc(NC(=O)N(C)C[C@H]2Oc3ccc(NC(=O)Nc4ccc(F)cc4)cc3C(=O)N([C@@H](C)CO)C[C@H]2C)cc1	-1	1	-1	1
4	CC(C)(C)c1ccc(C(=O)NCc2nnc(SCC(=O)NC3CCCC3)o2)cc1	-1	3	2	-56
5	COc1ccccc1CNC(=O)CN(C)S(=O)(=O)c1ccc(F)cc1	/	-3	1	-16
6	CCOc1ccc(N/C(C)=C/C(=O)c2ccc3c(c2)OCCO3)cc1	0	/	3	-25
7	COc1ccc(/C=C(\NC(=O)c2ccccc2)C(=O)OC[C@@H]2CCC[N+]3(C)CCCCC23)cc1OC (some centres not stated)	13	4	39*	-4
8	O=C(c1cnn(C(=O)COc2ccccc2F)c1)c1cc(F)ccc1O	2	/	/	-31

entry	Xi reactivation	esBAF inh	CFTR F508del cor	GSIS activator
1	0.2	/	0.5	-2
2	/	-5	-0.9	-1
3	-1.0	2	-2.5	-7
4	-0.1	1	-0.9	-9
5	0.2	-10	1.3	4
6	0.4	/	-0.4	3
7	0.1	-8	1.9	6
8	-0.2	/	-1.1	10

(further entries)
entry	molecule	ARNT-TACC3 inh	RAD54 branch	ERAP1 HTS inh	RAD52 anneal inh
9	O=C(Cc1ccccc1F)Nc1cc(S(=O)(=O)N2CCOCC2)ccc1N1CCOCC1	-18	5	-1	-8
10	O=S(=O)(c1cccc(-c2nnc3n2CCCCC3)c1)N1CCCC1	8	6	-3	-10
11	O=C(C[n+]1cccc(O)c1)NCc1ccc(Cl)cc1	-35	-13	0	-4
12	CCOC(=O)N1CCN(C(=O)c2cc(C)no2)CC1	-60	6	2	-13
13	CCOC(=O)Nc1ccc(S(=O)(=O)NC2CCCCC2)cc1	-4	/	0	-3
14	C[C@H](CO)N1C[C@H](C)[C@@H](CN(C)C(=O)c2cccc(F)c2)Oc2ncc(/C=C/c3ccccc3)cc2C1=O	12	6	-3	18
15	CCCCCN(C(=O)CCC(=O)OCC(=O)N(CC#N)c1ccccc1)c1c(N)n(CCCC)c(=O)[nH]c1=O	-7	-6	2	-4
16	O=C1CCN(Cc2ccccc2)N1	-9	-2	-2	14

entry	Xi reactivation	esBAF inh	CFTR F508del cor	GSIS activator
9	-0.1	9	0.4	35
10	0.0	3	-0.8	-1
11	0.1	-1	0.2	1
12	-0.1	-1	2.7	2
13	0.2	/	2.2	2
14	-1.2	-4	-1.3	-21
15	0.0	2	0.6	7
16	0.0	0	-3.5	/

The list continues.
entry	molecule	ARNT-TACC3 inh	RAD54 branch	ERAP1 HTS inh	RAD52 anneal inh
17	CNC(=O)C[C@@H]1CC[C@H]2[C@H](COc3ccc(NC(=O)c4ccccc4F)cc3C(=O)N2C)O1	-3	2	/	/
18	CN(C(=O)CNC(=O)c1ccc(Br)o1)C1CCCCC1	-4	-12	3	1
19	CCc1ccc(C2CC(=O)NC(SCC(=O)OC(C)C)=C2C#N)cc1 (configuration not stated)	8	0	5	-2
20	COc1ccc(NC(=O)C2CCN(S(=O)(=O)c3c(C)noc3C)CC2)cc1Cl	6	1	2	5
21	COc1ccc(NC(=O)c2ccncc2)cc1S(=O)(=O)N1CCCCC1	/	2	1	-17
22	Cc1ccc(S(=O)(=O)N(C)C[C@@H]2Oc3c(NS(=O)(=O)c4c(C)noc4C)cccc3C(=O)N([C@@H](C)CO)C[C@@H]2C)cc1	4	-1	-5	-19
23	CCOC(=O)c1nnsc1-c1ccc(-c2snnc2C(=O)OCC)cc1	-2	-3	2	-11
24	Cc1cccc(C)c1OCC(=O)Nc1cccc(S(=O)(=O)N2CCCC2)c1	-1	-7	-3	-17

entry	Xi reactivation	esBAF inh	CFTR F508del cor	GSIS activator
17	0.1	2	-3.2	2
18	0.3	32	-0.1	7
19	0.2	17	1.5	/
20	/	-1	0.7	-10
21	0.0	-1	1.5	8
22	1.3	-12	0.8	7
23	0.0	-6	1.7	9
24	0.0	-3	3.3	-15

The list continues:
entry	molecule	ARNT-TACC3 inh	RAD54 branch	ERAP1 HTS inh	RAD52 anneal inh
25	O=C1NC(Cc2ccccc2)c2nc3ccc(Cl)cc3c(=O)n2-c2ccccc21 (configuration not stated)	/	/	1	-14
26	COc1ccc(NC(=O)Nc2ccc3c(c2)[C@@H]2C[C@@H](CC(=O)NC4CCCC4)O[C@@H](CO)[C@@H]2O3)cc1	-8	-2	-2	-15
27	C[C@@H]1CN(c2ccc(N3CCN(C(=O)OC(C)(C)C)C[C@H]3C)cc2C#N)C[C@H](C)O1	/	/	13	-3
28	Cc1ccc(C)n1CCN1CCN(C(=O)c2ccco2)CC1	1	-4	/	/
29	C[C@H](CO)N1C[C@H](C)[C@H](CN(C)Cc2cccnc2)Oc2ncc(-c3cccc(F)c3)cc2C1=O	-2	-3	-2	0
30	CC(=O)Nc1ccc(N2C(=O)CC(Sc3nccc(C)n3)C2=O)cc1 (configuration not stated)	33	2	-2	-3
31	CCCc1nn2c(=O)cc(CSCC(=O)Nc3ccc(F)cc3)nc2s1	-20	-23	1	-9
32	CCN(CC(=O)Nc1ccc(NC(C)=O)cc1)C(=O)c1cc([N+](=O)[O-])ccc1Sc1ccc(Cl)cc1	10	-3	1	-4

entry	Xi reactivation	esBAF inh	CFTR F508del cor	GSIS activator
25	0.0	/	-3.3	-18
26	0.1	4	-0.8	3
27	0.3	/	-3.1	13
28	/	-6	/	12
29	0.9	1	-0.1	7
30	-0.1	-8	-4.5	-8
31	0.0	-6	-1.4	5
32	0.1	19	0.9	-8

Carrying on:
entry	molecule	ARNT-TACC3 inh	RAD54 branch	ERAP1 HTS inh	RAD52 anneal inh
33	COc1ccccc1C(CNc1ccc(S(=O)(=O)N2CCCC2)cc1[N+](=O)[O-])N(C)C (configuration not stated)	16	-15	4	-3
34	Cc1ccc(S(=O)(=O)N[C@@H]2CC[C@H](CC(=O)NC3CCCCC3)O[C@H]2CO)cc1	-7	-2	-1	-16
35	O=C(COc1ccc2ccc(=O)oc2c1)NCC(O)c1ccccc1 (configuration not stated)	2	4	0	-7
36	Cn1c(=O)n(C)c2cc(/C=N/N=C3/NC(=O)C(CC(=O)O)S3)ccc21 (configuration not stated)	22	/	-6	-17
37	O=[N+]([O-])c1cccnc1N/N=C/c1ccccc1O	3	/	-8	-15
38	C[C@H](CO)N1C[C@H](C)[C@H](CN(C)S(C)(=O)=O)Oc2c(NC(=O)Nc3ccccc3)cccc2C1=O	-14	5	-1	-8
39	O=c1[nH]c(=S)[nH]c2c1C(c1ccc(Cl)cc1)OC(C1CCCCC1)C2 (configuration not stated)	/	7	6	7
40	CNC(=O)C[C@@H]1CC[C@H]2[C@@H](COC[C@@H](O)CN2Cc2ccncc2)O1	-9	-1	-4	-10

entry	Xi reactivation	esBAF inh	CFTR F508del cor	GSIS activator
33	0.0	-23	1.7	13
34	-0.4	9	0.8	8
35	0.0	-8	1.5	-16
36	0.0	-12	-1.0	0
37	0.2	-11	-1.1	-2
38	0.0	0	1.5	-8
39	0.0	-12	1.2	-23
40	-0.1	-6	-1.6	4

An excerpt of these results, tab-delimited:
No.	SMILES	ARNT-TACC3 inh	RAD54 branch	ERAP1 HTS inh	RAD52 anneal inh	Xi reactivation	esBAF inh	CFTR F508del cor	GSIS activator
34	Cc1ccc(S(=O)(=O)N[C@@H]2CC[C@H](CC(=O)NC3CCCCC3)O[C@H]2CO)cc1	-7	-2	-1	-16	-0.4	9	0.8	8
35	O=C(COc1ccc2ccc(=O)oc2c1)NCC(O)c1ccccc1 (configuration not stated)	2	4	0	-7	0.0	-8	1.5	-16
36	Cn1c(=O)n(C)c2cc(/C=N/N=C3/NC(=O)C(CC(=O)O)S3)ccc21 (configuration not stated)	22	/	-6	-17	0.0	-12	-1.0	0
37	O=[N+]([O-])c1cccnc1N/N=C/c1ccccc1O	3	/	-8	-15	0.2	-11	-1.1	-2

Next part
entry	molecule	ARNT-TACC3 inh	RAD54 branch	ERAP1 HTS inh	RAD52 anneal inh
41	Cc1cc(O)cc(=O)n1-c1cc(C(F)(F)F)cc(C(F)(F)F)c1	/	/	-2	-48
42	CS(=O)(=O)n1nc(OC(=O)c2cc(Br)ccc2Cl)cc1N	-1	11	-3	1
43	CC(NC(=O)c1ccco1)c1nc(-c2ccccc2Cl)no1 (configuration not stated)	3	-4	-1	-13
44	O=C(NCCCn1ccnc1)c1sc2cc([N+](=O)[O-])ccc2c1Cl	/	/	-3	4
45	Cc1ccc(-c2ccc3c(c2)O[C@H](CN(C)Cc2ccccn2)[C@@H](C)CN([C@H](C)CO)S3(=O)=O)cc1	6	4	-3	9
46	COc1cc(OC)cc(C(=O)Nc2ccc(Cn3ccnc3)cc2)c1	-3	9	1	0
47	COc1ccc(CN(C)C[C@H]2Oc3c(NS(=O)(=O)c4ccc(Cl)cc4)cccc3C(=O)N([C@H](C)CO)C[C@H]2C)cc1	2	-8	-1	18
48	OC[C@@H]1Nc2ccc(-c3ccc(F)cc3)cc2[C@H]2[C@@H]1CCN2Cc1ccc(F)cc1	15	1	/	/

entry	Xi reactivation	esBAF inh	CFTR F508del cor	GSIS activator
41	0.1	/	-0.5	-21
42	0.1	/	/	-11
43	/	-6	0.8	-9
44	0.2	63*	-1.2	32
45	1.0	-21	16*	-31
46	0.4	7	0.4	11
47	0.0	5	1.1	-4
48	0.0	28	0.1	12

Next records:
entry	molecule	ARNT-TACC3 inh	RAD54 branch	ERAP1 HTS inh	RAD52 anneal inh
49	O=C(Cc1ncc(C(F)(F)F)cc1Cl)NCc1ccco1	-4	3	-2	-11
50	CCCN1[C@@H]2c3ccc(-c4ccccc4)c(=O)n3C[C@@H]2[C@@H](CO)[C@@H]1C(=O)N(C)C	/	/	2	-1
51	CCC(=O)N(C)C[C@@H]1Oc2ncc(C#CC(C)(C)O)cc2C(=O)N([C@@H](C)CO)C[C@@H]1C	-6	-9	0	1
52	C[C@H]1CN([C@@H](C)CO)C(=O)c2cc(C#CC(C)(C)O)cnc2O[C@@H]1CN(C)C(=O)C1CC1	-9	0	0	-10
53	CCC(C(=O)NC1CCCCC1)n1c(SCc2ccccc2F)nc2ccncc21 (configuration not stated)	2	-2	1	-3
54	C[C@@H]1CN([C@@H](C)CO)S(=O)(=O)c2ccc(-c3cccc(F)c3)cc2O[C@@H]1CN(C)C(=O)c1cccc(F)c1	-3	-1	1	3
55	CC(C)CC#Cc1cnc2c(c1)C(=O)N([C@H](C)CO)C[C@H](C)[C@H](CN(C)C(=O)Cc1ccncc1)O2	2	-1	0	15
56	Cc1cc(C)cc(-n2c3nc4ccccc4nc3c3c(=O)n(Cc4ccco4)cnc32)c1	2	4	/	/
57	Cc1ccc(NC(=O)NC(=O)N(C2CCCCC2)S(=O)(=O)c2ccccc2)cc1	-2	-2	/	/
58	C[C@H](CO)N1C[C@H](C)[C@H](CN(C)Cc2ccccc2)Oc2cc(/C=C/c3ccccc3)ccc2S1(=O)=O	1	9	0	11

entry	Xi reactivation	esBAF inh	CFTR F508del cor	GSIS activator
49	0.1	-5	-2.6	7
50	0.0	/	-0.3	13
51	2.7	-7	-0.7	4
52	-1.2	-7	-0.3	17
53	0.0	?	1.7	/
54	-1.2	2	-1.3	-13
55	-0.6	-3	/	1
56	/	0	/	-22
57	0.1	/	/	1
58	-0.4	-6	7.6	-14
